From PubChem
14-3-3 PPI = 14-3-3 gamma protein interaction modulation; P61981; FP, 14-3-3gamma / TMR-pS259-Raf peptide binding; inhibition, % at 40 µM; 0.19% of 160,000 active; in the data active means inhibition above about 30%;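 further: 0% = protein plus tracer without compound and 100% = blank with tracer alone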
Target sequence (P61981 whole entry, looked up): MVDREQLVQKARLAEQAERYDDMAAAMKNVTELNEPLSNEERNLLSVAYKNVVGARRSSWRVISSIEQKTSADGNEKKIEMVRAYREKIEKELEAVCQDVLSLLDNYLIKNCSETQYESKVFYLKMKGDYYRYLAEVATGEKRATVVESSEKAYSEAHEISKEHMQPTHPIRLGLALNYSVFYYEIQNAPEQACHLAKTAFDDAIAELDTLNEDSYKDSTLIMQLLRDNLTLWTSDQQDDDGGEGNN
Active calls of the source: *; & = joins results of further samples. The list is partial; rates above refer to the full screens.

The opening 2 records, to show the layout:
14-3-3 PPI,mol
-1.7,O=C(CN(CCc1ccccc1)S(=O)(=O)c1ccc(Cl)cc1)Nc1ccc2c(c1)OCCO2
-10.5,O=[N+]([O-])c1ccc2[nH]c(=S)[nH]c2c1

This part in full, previewed entries included:
14-3-3 PPI,mol
-1.7,O=C(CN(CCc1ccccc1)S(=O)(=O)c1ccc(Cl)cc1)Nc1ccc2c(c1)OCCO2
-10.5,O=[N+]([O-])c1ccc2[nH]c(=S)[nH]c2c1
-18.3,CC(=O)Nc1ccc(N=Cc2c(C)[nH]c3ccccc23)cc1
-7.6,O=C(Cc1c(C(=O)O)[nH]c2ccccc12)NCc1cccnc1
-6.7,CCCS(=O)(=O)N1CCN(Cc2ccncc2)CC1
5.2,CC1(C)CC(=O)C2=C(C1)c1c(ccc3ncccc13)NC2c1cccc(O)c1 (stereo unspecified)
1.9,O=C(C1CCCCC1)N1CCC(n2nnc3ccccc32)CC1
3.2,COc1ccccc1-c1nnc(SCC(=O)N2CCOCC2)o1
-6.2,Clc1ncnc2c1[nH]c1ccccc12
-1.0,CCC(=O)Nc1ccccc1C(=O)N1CCN(C)CC1
3.0,O=C(NCc1cccnc1)c1ccccc1Br
-3.5,O=C(CSc1ncnc2c1oc1ccccc12)Nc1ccc2c(c1)OCCO2
-8.2,O=C(COC(=O)c1ccccc1S(=O)(=O)N1CCCCC1)NCC(F)(F)F
2.4,Cc1c(NC(=O)OCCNC(=O)Nc2ccccc2)sc(=S)n1C
-16.9,COc1ccc(C2NC(=O)NC(C)=C2C(=O)Nc2ccc(C)c(Cl)c2)cc1OC (stereo unspecified)
9.4,Cc1cccc(N(Cc2cc3ccccc3[nH]c2=O)C(=O)c2ccco2)c1C
-7.8,O=C(Nc1ccc(Cl)c(C(F)(F)F)c1)c1cnn2c(C(F)(F)F)cc(-c3ccco3)nc12
-5.6,Cc1ccc2nc(-c3ccc(Cl)cc3)c(Nc3ccc4c(c3)OCCO4)n2c1
-0.1,CCCn1c(CN2CCN(C(=O)OCC)CC2)nc2c1c(=O)n(C)c(=O)n2C
-3.5,Cc1ccc2c(c1)nnn2C1CCN(S(=O)(=O)c2ccc(C(=O)N3CC(C)CC(C)C3)cc2)CC1 (stereo unspecified)
-6.8,O=C(NCc1ccccc1Cl)c1ccc(NCC2CCCO2)c([N+](=O)[O-])c1 (stereo unspecified)
4.6,O=C(c1ccccc1F)N1CCN=C1SCc1cccnc1
-2.3,CCCCSc1nnc2n(C)c(=O)c3c(n12)-c1ccccc1CC31CCCCC1
0.9,CCc1nnc(NC(=O)CSc2nnc(-c3c[nH]c4ccccc34)n2C)s1
7.5,Cc1ccc(S(=O)(=O)NC(=O)NCc2ccc3c(c2)OCO3)cc1
-2.0,O=C(NCCCN1CCCCC1)c1cc(=O)[nH]c2ccc(S(=O)(=O)N3CCCC3)cc12
-2.3,COc1ccc(OC)c(NC(=O)c2cc3cc4cc(OC)ccc4nc3s2)c1
-24.0,O=C(Nc1ccc(-c2nc3ccccc3o2)cc1)c1cncc(Br)c1
-0.5,O=C(COc1ccccc1)N(Cc1ccco1)c1ccc(O)cc1
1.0,Cc1cc(C)c(NC(=O)CSc2nc3c(c(=O)n2C)SC(C)C3)c(C)c1 (stereo unspecified)
-9.6,Cc1cc(C(=O)NCCCn2ccnc2)cs1
-0.7,CSc1nc2ccccc2n1C(=O)Oc1ccccc1
-7.5,COCCN1C(=O)c2ccccc2C(C(=O)Nc2ccc3c(c2)OCO3)C1c1cn(C)c2ccccc12 (stereo unspecified)
2.4,Cc1ccccc1N(CC(=O)NCCc1ccccc1)C(=O)c1ccc(N2CCCC2)nc1
5.2,O=C(Nc1ccc(C(F)(F)F)cc1)c1cc(S(=O)(=O)N2CCN(c3ccccc3)CC2)ccc1F
-19.1,O=c1c[n+]([O-])c2ccccc2n1OCc1c(F)cccc1F
6.5,O=C(O)CC(CC(=O)Nc1nncs1)c1ccccc1 (stereo unspecified)
-2.8,CCOC(=O)CSc1nc(Nc2ccc3c(c2)OCO3)c2ccccc2n1
-27.1,COc1ccc(C(=O)Nc2ccc3oc(-c4cccc5c(Br)cccc45)nc3c2)cc1
4.1,CCC(=O)Nc1cc(C)c(NC(=O)c2ccccc2OC)cn1

Looked up above.
Cc1ccccc1N(CC(=O)NCCc1ccccc1)C(=O)c1ccc(N2CCCC2)nc1 in 14-3-3 PPI is listed with 2.4
CCC(=O)Nc1cc(C)c(NC(=O)c2ccccc2OC)cn1 in 14-3-3 PPI is listed with 4.1
Cc1cc(C)c(NC(=O)CSc2nc3c(c(=O)n2C)SC(C)C3)c(C)c1 (stereo unspecified) in 14-3-3 PPI is listed with 1.0
Cc1ccc(S(=O)(=O)NC(=O)NCc2ccc3c(c2)OCO3)cc1 in 14-3-3 PPI is listed with 7.5
O=C(COc1ccccc1)N(Cc1ccco1)c1ccc(O)cc1 in 14-3-3 PPI is listed with -0.5

Next section.
14-3-3 PPI,mol
-19.3,CN(C(=O)c1cc2c(=O)n(C)c3ccccc3c2s1)C1CCCCC1
-9.6,C=CCNC(=O)N[C@@H](CCSC)C(=O)OC
-1.8,O=[N+]([O-])c1ccc(N2CCOCC2)c(C=Nc2ccc3c(c2)oc2ccccc23)c1
1.8,O=P(c1ccccc1)(c1ccccc1)C(O)c1ccncc1 (stereo unspecified)
3.3,CC1(C)CC(=O)C(C(=S)Nc2ccccc2)=C(NCCc2ccccc2)C1
-7.5,O=C(CN1C(=O)c2cccc([N+](=O)[O-])c2C1=O)Nc1nnc(-c2ccccc2)s1
-4.5,NS(=O)(=O)c1ccc(CCNC(=O)c2cc(-c3cccs3)nc3ccccc23)cc1
-4.7,O=C(Nc1ccccc1C(F)(F)F)N1CCCCCC1
-6.6,C=CCNC(=O)c1c[nH]c2ccc(S(=O)(=O)N(C)c3ccc(Cl)cc3)cc2c1=O
0.3,Cc1cccc(C)c1NS(=O)(=O)c1cccc2nsnc12
-15.5,COc1cc(-c2nnc(NC(=O)c3ccc(S(=O)(=O)N4CCCCC4)cc3)o2)cc(OC)c1OC
-3.8,O=C(CSc1nc2ccsc2c(=O)n1Cc1ccc2c(c1)OCO2)NCCc1ccccc1
-1.0,Cc1ccccc1N1OC2C(=O)N(c3ccc(Br)cc3)C(=O)C2C1c1ccco1 (stereo unspecified)
-6.0,Cc1ccc(S(=O)(=O)CC(=O)N2CCCCCC2)cc1
-0.9,O=C(Nc1ccncc1)C1c2ccccc2Oc2ccccc21
5.4,CC1(C)CC(NC(=O)CCCCCN2C(=O)c3ccccc3C2=O)CC(C)(C)N1
-2.3,COc1ccc(OC)c(CN2CCC(N3CCOCC3)CC2)c1
-1.3,CCOC(=O)c1c(C)oc2c(Br)cc(NS(=O)(=O)c3ccccc3)cc12
8.9,CSc1cccc(NS(=O)(=O)c2ccc(F)cc2)c1
-10.2,CCOC(=O)c1ccc(NS(=O)(=O)c2cccc(C(=O)Nc3ccccc3[N+](=O)[O-])c2)cc1
-3.0,O=S1(=O)N=C(N2CCN(Cc3ccccc3)CC2)c2ccccc21
-7.5,OC[C@H]1NC[C@@H](O)[C@@H]1O
-2.9,COc1ccc(Nc2nc(N)nc(CN3CCC(Cc4ccccc4)CC3)n2)cc1
-14.7,CCOC(=O)c1nn(-c2ccc(Cl)cc2)c(=O)c2c(NC(=O)CCC3CCCC3)scc12
-2.0,CCc1nn(C(C)C(=O)NCCN2CCN(c3cccc(C)c3C)CC2)c(=O)c2cc3occc3n12 (stereo unspecified)
-53.2,Cc1ccc2nc(-c3ccc(NC(=O)CSc4nc(C(F)(F)F)cc(=O)[nH]4)cc3)sc2c1
1.5,COc1ccc(N2CCN(CCCNC(=O)Nc3ccccc3)CC2)cc1
-6.6,CCOC(=O)N1CCN(c2ncnc3c2cnn3-c2ccc(OC)cc2)CC1
-1.9,CC1CN(S(=O)(=O)c2cccc(C(=O)NCc3ccc4c(c3)OCO4)c2)CC(C)O1 (stereo unspecified)
-11.2,CCc1c(O)nc(SCC(=O)Nc2nc3ccccc3s2)[nH]c1=O
-10.4,O=C(CSc1nnc(C(F)(F)F)o1)Nc1ccc2c(c1)OCO2
-10.4,Cc1ccc(CCC(=O)Nc2ccc(S(N)(=O)=O)cc2)o1
-2.7,N#CCNC(=O)c1ccc([N+](=O)[O-])cc1Cl
-8.5,CC12CC(NC(=O)N1c1cccc(C(=O)NCCc3ccccc3)c1)c1cc(Cl)ccc1O2 (stereo unspecified)
-5.0,CCn1c2ccccc2c2cc(NC(=O)CSc3nnc(C4CC4)n3Cc3ccco3)ccc21
-1.5,COc1ccccc1CNc1ccc(C(=O)N2CCCC2)cc1S(=O)(=O)Nc1cccc(C(F)(F)F)c1
-9.6,O=C(NC1CCN(Cc2ccccc2)CC1)c1ccc2c(c1)[nH]c(=S)n1c3ccccc3nc21
4.6,Nc1nonc1C(=O)NC(c1ccccc1)c1ccccc1
-0.6,COc1ccc(-c2nnc3ccc(SCC(=O)N4CCOCC4)nn23)cc1
-8.2,CC1(C)CC(=O)C2=C(C1)Nc1ccccc1N(C(=O)Cc1ccccc1)C2c1cccc(F)c1 (stereo unspecified)

As a working copy, part of the list above.
14-3-3 PPI,mol
-3.0,O=S1(=O)N=C(N2CCN(Cc3ccccc3)CC2)c2ccccc21
-7.5,OC[C@H]1NC[C@@H](O)[C@@H]1O
-2.9,COc1ccc(Nc2nc(N)nc(CN3CCC(Cc4ccccc4)CC3)n2)cc1
-14.7,CCOC(=O)c1nn(-c2ccc(Cl)cc2)c(=O)c2c(NC(=O)CCC3CCCC3)scc12
-2.0,CCc1nn(C(C)C(=O)NCCN2CCN(c3cccc(C)c3C)CC2)c(=O)c2cc3occc3n12 (stereo unspecified)

Following part
14-3-3 PPI,mol
-6.2,COc1cc2cc(CN(CCCO)S(=O)(=O)c3ccccc3)c(=O)[nH]c2cc1OC
-10.0,COC(=O)c1cc(C(=O)Nc2cc(OC)ccc2OC)cc([N+](=O)[O-])c1
-4.3,CCOc1ccccc1C(=O)Nc1c2c(nn1-c1ccc(F)cc1)CS(=O)C2 (stereo unspecified)
0.5,COCCn1c(SCc2cccc(F)c2)nc2cc(C(=O)OC)ccc2c1=O
0.8,O=C(Nc1ccncc1)C1COc2ccccc2O1 (stereo unspecified)
0.5,CCn1c(=NC(=O)c2ccc(S(=O)(=O)N(C)C)cc2)sc2cccc(Cl)c21
6.0,CCSc1ncnc2sc3c(c12)CCC(C)C3 (stereo unspecified)
-3.9,COc1ccc(OC)c(NC(=O)c2ccc(N3C(=O)C4CC=C(C)CC4C3=O)cc2)c1 (stereo unspecified)
0.3,CC(C)c1nc(SCC(=O)N2CCCC2)c2ccccc2n1
-12.4,Cc1ccc(C)c(C(=O)CN2C(=O)CCC2=O)c1
-3.4,COc1ccc(S(=O)(=O)Cc2ccc(C(=O)N3CCN(c4ccc(Cl)cc4)CC3)o2)cc1
-2.9,Cc1cc2c(c(=O)n1Cc1ccccn1)C(C(C)C)C(C#N)=C(N)O2 (stereo unspecified)
-4.3,COCCN1C(=O)c2ccccc2C(C(=O)Nc2ccc(Br)cc2C)C1c1ccc(F)cc1 (stereo unspecified)
-1.1,CC(C)CNc1oc(-c2ccc(F)cc2)nc1C#N
-1.3,CN(C)c1nc(Oc2ccc(N)cc2)nc(N(C)C)n1
1.0,COc1ccc(NC2=NCC(=O)N2c2ccccc2F)c(OC)c1
-14.3,Cn1c(SCC(=O)N2CCc3ccccc3C2)nnc1-c1cccs1
-1.6,O=S(=O)(c1ccc(F)cc1)N1CCCC(CO)C1 (stereo unspecified)
-6.9,O=C(Nc1nc2ccccc2n1Cc1ccccc1Cl)C1CCCCC1
34.3*,Cc1ccc(C)c(Nc2ccc([N+](=O)[O-])c3nonc23)c1

3 compounds already listed, arranged by their value in 14-3-3 PPI, highest first.
smiles,14-3-3 PPI
CN(C)c1nc(Oc2ccc(N)cc2)nc(N(C)C)n1,-1.3
COCCN1C(=O)c2ccccc2C(C(=O)Nc2ccc(Br)cc2C)C1c1ccc(F)cc1 (stereo unspecified),-4.3
Cc1ccc(C)c(C(=O)CN2C(=O)CCC2=O)c1,-12.4

Remaining list, next part
14-3-3 PPI,mol
0.4&-2.8,CC(=O)CC(C)=NCCN=C(C)CC(C)=O
-5.2&-3.0,CCCC(=O)Nc1ccc2oc(-c3ccncc3)nc2c1
-10.0,Cc1ccc(C2(C)NC(=O)N(CC(=O)NC(=O)NC3CCCC3)C2=O)cc1 (stereo unspecified)
3.6,CC1CCC2C(=O)N(c3ccc(N4CCN(c5cccc(Cl)c5)CC4)c([N+](=O)[O-])c3)C(=O)C2C1 (stereo unspecified)
-1.9,CC(C)C(=O)OCCN=C1NS(=O)(=O)c2ccccc21
-3.5,CCC(C)N1CCN(C2C3CC4CC(C3)CC2C4)CC1 (stereo unspecified)
7.1,Cc1cccn2c(Nc3ccccc3)c(-c3ccccn3)nc12
1.2,O=C(NCc1ccccc1Cl)c1ccc2c(=O)n(CCCN3CCCC3=O)c(=S)[nH]c2c1
-5.4,COc1cc(C(=O)NCc2cccnc2)c([N+](=O)[O-])cc1OC
-5.5,CC(C)C(C(=O)Nc1ccc2c(c1)OCCOCCOCCOCCO2)N1C(=O)c2ccccc2C1=O (stereo unspecified)
-6.6,Cc1cc(OCC(O)CN(CCO)CCO)ccc1Cl (stereo unspecified)
-24.2,CCC(=O)N1CCc2cc(S(=O)(=O)CCC(=O)Nc3cc(C(F)(F)F)cc(C(F)(F)F)c3)ccc21
7.0,COCCNC(=O)C(=O)Nc1ccc(Cl)cc1C
-3.7,COc1ccc(OCC(=O)N2CCOCC2)cc1
-10.8,O=C(CSc1nc2c([nH]c3ccccc32)c(=O)n1-c1ccc(Cl)cc1)N1CCc2ccccc21
2.5,CC1Oc2ccccc2N(C(C)C(=O)O)C1=O (stereo unspecified)
-3.6,COc1ccc(Br)cc1CNCCSc1nnnn1C
2.0&-3.9,CCN(CC)CCCNC(=O)CC1Sc2ccccc2NC1=O (stereo unspecified)
2.8,O=C1C2CCCCC2C(=O)N1c1ccc(Oc2ccc(Br)cc2)cc1 (stereo unspecified)
2.5,CSCCC(Nc1ncnc2c1oc1ccccc12)C(=O)O (stereo unspecified)
-3.5&1.8,Cc1cc(NC(=O)CS(=O)(=O)c2cn(Cc3ccccc3Cl)c3ccccc23)no1
-11.7,N=c1c2c(n(Cc3ccccc3)c3c1CCC3)CCC2
-6.7,C#CCN1C(=O)C(O)(CC(=O)c2cc(OC)ccc2OC)c2ccccc21 (stereo unspecified)
